LRH-1 inv ag: suppresses constitutive activity of human LRH-1. O00482. HEK293T StAR-luciferase reporter, LRH-1 transfected, 24 h. inhibition, % at 3.6 µM. 360,000 tested, 0.13% active;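 active = inhibition above the mean inhibition of all tested compounds plus 3 SD, cut at about 73% in these data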;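 also: 0% = DMSO wells and 100% = reporter-only cells lacking LRH-1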
Target sequence (O00482 whole entry, looked up): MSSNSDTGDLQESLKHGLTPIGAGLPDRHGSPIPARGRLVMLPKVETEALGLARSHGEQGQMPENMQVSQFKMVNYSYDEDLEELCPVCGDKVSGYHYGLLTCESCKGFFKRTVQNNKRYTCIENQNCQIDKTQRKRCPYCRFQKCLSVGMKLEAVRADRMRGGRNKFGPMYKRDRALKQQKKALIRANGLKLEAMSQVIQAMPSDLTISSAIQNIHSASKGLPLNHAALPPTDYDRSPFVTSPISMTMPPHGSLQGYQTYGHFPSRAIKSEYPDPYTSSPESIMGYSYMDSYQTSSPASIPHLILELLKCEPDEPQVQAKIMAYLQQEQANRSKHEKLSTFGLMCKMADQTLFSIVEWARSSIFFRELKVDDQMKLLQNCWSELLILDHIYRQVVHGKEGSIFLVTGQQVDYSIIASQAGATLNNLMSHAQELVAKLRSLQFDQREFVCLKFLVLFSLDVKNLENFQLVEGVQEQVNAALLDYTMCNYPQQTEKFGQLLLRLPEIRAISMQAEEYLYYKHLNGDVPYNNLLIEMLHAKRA
Shn3 inh set2: Schnurri-3 reporter inhibition in Clone20 osteoblasts; Clone20 osteoblast Shn3 3'UTR firefly luciferase, 24 h; inhibition, % at 12.5 µM; 360,000 tested, 0.52% active;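 active = mean inhibition of at least 75% with every replicate also reaching 75%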;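 also: 0% = median of neutral control wells and 100% = pilot-screen positive control compound; some compounds past the cut are filed as inactive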
KKLEB tox: counter-screen for CF NF-kB inhibitors: cytotoxicity; KKLEB CF airway cells viability, ATPlite luminescence, overnight; active compounds read low; cells stimulated with P. aeruginosa culture filtrate; activity change (cytotoxicity), % at 5 µM; AID 602141; 360,000 tested, 0.36% active;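 active = corrected activity change at or below -50% at 5 µM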
CF NFkB inh: blocks PAF-induced NF-kB reporter in cystic fibrosis cells; KKLEB NF-kB-GFP reporter, GFP fluorescence overnight; inhibition, % at 5 µM; 360,000 tested, 0.86% active; AID 588850;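 active = at least 50% inhibition at 5 µM, scaled per plate between neutral and stimulator controls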;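 also: PAF is a Pseudomonas aeruginosa culture filtrate used as stimulus; plate controls were PAF-stimulated DMSO wells for no effect and unstimulated DMSO wells for full effect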
TRAIL sens C8: sensitizes caspase-8 expressing cells to TRAIL | NB7+C8 cells + TRAIL, ATPlite viability luminescence | inhibition (viability loss, TRAIL sensitization), % at 10 µM | 360,000 tested, 1% active | AID 624354;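 active = compounds causing at least 50% loss of cell viability in the single-dose screen, relative to plate controls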
NCOA1 inh: human NCOA1 inhibition; inhibition, % at 3.6 µM; 360,000 tested, 0.12% active; HEK293 GAL4-SRC1 luciferase reporter, luminescence;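 active = inhibition above the campaign mean plus 3 SD, with each screening campaign given its own cutoff, cut at about 60% in these data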;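 also: 0% = DMSO treated cells and 100% = gossypol at 36 µM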
LMP1 NFkB inh: Epstein-Barr LMP1 NF-kappaB reporter inhibition; LMP1-induced NF-kappaB luciferase reporter cells, luminescence; inhibition, % at 12.5 µM; 350,000 tested, 0.69% active; in the data active = inhibition above about 41%;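 also: 0% = neutral control wells and 100% = reference inhibitor control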
NR2F2 inh: inhibitors of human COUP-TFII (NR2F2); P24468; HEK293T NGFI-A luciferase reporter, luminescence; inhibition, % at 8.6 µM; 370,000 tested, 0.7% active; AID 686940;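 active = inhibition above a per-plate cutoff, mean inhibition of test wells between control levels plus 3 SD, cut at about 38% in these data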;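 also: cells cotransfected with COUP-TFII expression vector driving the NGFI-A reporter; 0% = median of COUP-TF2 test wells and 100% = reporter-only cells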
Target sequence (P24468 whole entry, looked up): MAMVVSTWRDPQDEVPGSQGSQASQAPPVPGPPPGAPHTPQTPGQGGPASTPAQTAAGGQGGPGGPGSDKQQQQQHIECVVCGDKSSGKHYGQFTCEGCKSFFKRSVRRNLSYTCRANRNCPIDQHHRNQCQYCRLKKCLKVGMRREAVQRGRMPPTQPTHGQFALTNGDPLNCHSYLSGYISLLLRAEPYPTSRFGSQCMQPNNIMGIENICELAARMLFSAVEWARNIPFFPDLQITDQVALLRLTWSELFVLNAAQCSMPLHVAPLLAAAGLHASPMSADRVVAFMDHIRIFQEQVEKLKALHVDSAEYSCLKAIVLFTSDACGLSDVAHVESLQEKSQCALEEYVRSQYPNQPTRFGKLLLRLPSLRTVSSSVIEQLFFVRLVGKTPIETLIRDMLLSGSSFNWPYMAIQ
SRC3 inh: inhibits human SRC3 coactivator; Q9Y6Q9; HEK293 GAL4-SRC3 luciferase reporter, luminescence; inhibition, % at 3.6 µM; 360,000 tested, 0.17% active; AID 588352;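 active = inhibition above a per-campaign cutoff, the mean of all compounds plus 3 SD, cut at about 60% in these data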;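 also: 0% = DMSO-treated cells and 100% = gossypol-treated cells at 36 µM; higher means less SRC3-driven luciferase light from the GAL4 reporter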
TWEAK Fn14 block: inhibitors of TWEAK-Fn14 interaction signaling. 360,000 tested, 2% active. TWEAK-stimulated Fn14 reporter cells, luciferase luminescence, 8 h. inhibition, % at 10 µM; in the data active = inhibition above about 50%
TROY NFkB inh: inhibitors of TROY-dependent NF-kB signaling; Q293 LMP1-TROYcd NF-kB luciferase reporter, 4 h; inhibition, % at 10 µM; 360,000 tested, 0.98% active; AID 1347056;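 active = compounds whose plate-normalised and pattern-corrected inhibition of the luciferase reporter signal at the single screening dose is 50% or more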
Starred values were filed as active, the others as inactive; nt = not tested or not shown; & = joins results of further samples. Only part of the results is shown; the hit share may differ from the screen's.

Every second line gives: Shn3 inh set2	LRH-1 inv ag	LMP1 NFkB inh	NR2F2 inh	CF NFkB inh	TWEAK Fn14 block	TRAIL sens C8	SRC3 inh	NCOA1 inh	KKLEB tox	TROY NFkB inh
CCN1CCN(C(=O)c2ccc3c(c2)S(=O)(=O)c2ccccc2C3=O)CC1
  25	-5	-1	16	8	12	-10	3	-7	-5	0
COC(=O)CNC(=O)/C=C/c1cc(Br)ccc1OC
  -9	7	9	-10	19	-7	-4	10	2	-13	-3
O=[N+]([O-])c1ccccc1/C=N/n1c(COc2ccccc2)n[nH]c1=S
  13	-18	-1	3	4	18	-9	12	-1	-9	-3
CCc1ccc2c(c1)C(NC(C)=O)C(=O)N2CC (stereo not given)
  -6	3	3	-3	-34	9	-13	-4	15	-6	-7
COc1ccccc1C(=O)NC(=O)COC(=O)Cc1ccccc1[N+](=O)[O-]
  -45	-2	7	8	-21	-20	-12	7	-15	3	5
N/C(=N\OC(=O)c1cc(Br)ccc1Cl)c1ccccn1
  -30	-83	-7	-34	-4	41	48	-86	-102	-11	-2
COc1ccc(OC2CCN(S(=O)(=O)c3ccc(C(C)=O)cc3)CC2)cc1
  20	-3	2	7	-1	-9	16	8	3	10	11
COC(=O)NNC1=CC(=O)CC(C)(C)C1
  10	-3	-6	18	-11	1	2	-6	7	5	8
COc1cc(-c2nc(-c3ccc(NC(=O)c4ccc(Br)o4)cc3)no2)cc(OC)c1OC
  67	-50	15	-28	-15	59*	33	-34	-123	7	8
Nc1ccc(C(=O)OCc2nc3ccccc3s2)cc1
  -35	-5	-9	-24	6	-17	-3	-18	-26	3	-25
CCOc1cc(C(=O)N(C)c2ccccc2)cc(OCC)c1OCC
  -5	-6	-8	-2	15	-11	-12	8	-21	0	4
Cc1ccc2[nH]cc(CCNC(=O)c3cccs3)c2c1
  -9	-10	-11	-3	-13	-5	1	-23	5	0	6
O=C(c1ccc2snnc2c1)N1CCCCC1
  8	-8	4	5	-22	4	-12	15	0	4	4
CCCCn1c(N)c(N(CCOC)C(=O)CC(NC(=O)c2ccccc2Cl)c2ccccc2)c(=O)[nH]c1=O (stereo not given)
  -14	9	-9	-25	7	12	9	6	-10	4	-3
Cc1coc2c(O)cc3c(c12)OC1(N2CCCCC2)C(=O)NCCCC31 (stereo not given)
  -4	27	6	23	33	27	-1	8	17	-18	-5
CCN(CC)S(=O)(=O)c1ccc(Cl)c(NC(=O)c2ccccc2C)c1
  -7	-3	-20	1	-34	-56	3	6	-16	10	-5
O=C(CCn1cccc1)Nc1ccccc1F
  1	8	-1	-2	-18	-8	-11	-2	-9	-2	23
O=C(c1cc([N+](=O)[O-])cc([N+](=O)[O-])c1)N(c1ccccn1)c1ccccn1
  -7	29	2	1	-1	1	-2	22	4	2	-13
Cc1ccc(/C=N/NC(=O)CSCc2ccc(Cl)cc2)cc1
  2	2	4	-2	-13	12	-4	-9	10	2	-6
C=CCn1cc([N+](=O)[O-])nc1C
  4	18	-6	14	12	17	1	15	-2	9	-6
O=C1CSC(c2ccccc2)N1c1ccccc1F (stereo not given)
  -12	7	3	-14	11	2	13	-2	-6	-2	-9
CCn1nnnc1SCC(=O)Nc1ccc(OC)cc1
  7	5	-4	-4	1	-6	-12	-11	-22	1	-25
CC(C)(C)NC(=O)C(c1ccc(F)cc1)N(CC1CCCO1)C(=O)c1csnn1 (stereo not given)
  -2	6	1	4	-10	2	10	-34	7	-2	-8
COc1ccc(CCNC(=O)c2ccc(NC3=NC4CS(=O)(=O)CC4S3)cc2)cc1OC (stereo not given)
  -17	7	4	1	-1	10	0	-5	12	20	-13
O=C(Nc1ccc(Cl)cc1)N1CCC(c2nc(-c3cccs3)no2)CC1
  -19	-6	-5	-3	6	0	-7	-19	-17	-7	25
Cn1ncc2c(Nc3ccc([N+](=O)[O-])cc3)nc(Cl)nc21
  -23	11	5	15	-14	-27	8	-6	-16	-10	1
O=C1c2ccccc2C(=O)N1Cc1nc(-c2ccccn2)no1
  11	6	-3	6	-16	23	-3	1	5	0	2
COc1cc2c(cc1OC)C(C)N(C(=S)Nc1ccccc1)CC2 (stereo not given)
  52	18	5	1	9	2	3	0	-8	-5	6
O=C(Nc1sc2c(c1C(=O)NCCCO)CCCC2)c1ccccc1
  5	11	14	-12	7	-10	-3	6	86*	-10	-25
Cc1cc(NC(=O)CCC(=O)N(Cc2cccnc2)C(C(=O)NC(C)(C)C)c2ccccc2Cl)no1 (stereo not given)
  7	0	-3	-12	-1	36	-16	8	-18	1	20

Next records
Every second line gives: Shn3 inh set2	LRH-1 inv ag	LMP1 NFkB inh	NR2F2 inh	CF NFkB inh	TWEAK Fn14 block	TRAIL sens C8	SRC3 inh	NCOA1 inh	KKLEB tox	TROY NFkB inh
Cc1ccc(N2C(=O)[C@@H]3C(C(=O)CCN4C(=O)c5ccccc5C4=O)=NN[C@@H]3C2=O)cc1
  -23	22	-7	20	-5	2	-6	-11	-7	-5	-12
C[C@H]1CN([C@@H](C)CO)C(=O)CCCn2cc(nn2)CO[C@@H]1CN(C)S(=O)(=O)c1cccc(F)c1
  2	-8	2	12	-21	-21	-11	-8	15	15	2
CN(C)c1nc(SCCOC(=O)c2ccccc2)nc(N(C)C)n1
  7	-16	-2	-7	19	-6	-1	-9	-5	-3	-18
CCCCN(CC)CCCNC(=O)c1cn(-c2ccc(OC)cc2)c(=O)c2ccccc12
  10	-6	0	2	-6	-23	-1	-8	4	8	-13
Cc1ccc(-c2nc3ccc(C)cn3c2CC2CCCCC2)cc1
  nt	-124	nt	-37	nt	35	34	nt	nt	nt	-55
Cc1ccc(NS(=O)(=O)c2ccc(C(=O)NCCCN3CCCC3=O)cc2)cc1
  0	-7	-1	0	7	9	-11	-15	3	3	23
Cc1ccc(C(=O)NCCSc2ccccc2)cc1S(=O)(=O)Nc1ccccc1
  30	22	-13	-1	-5	17	-4	-3	-2	15	6
CCOC(=O)/C=C1\SCC(=O)N1CC(=O)Nc1ccc(C(C)C)cc1
  nt	0	0	-2	-5	15	-9	-8	-2	3	-6
Cc1ccc(NC(=O)C2(c3ccccc3)CCOCC2)c([N+](=O)[O-])c1
  -22	15	1	11	-6	-14	9	9	-43	-6	-2
O=[N+]([O-])c1ccc(SCCc2ccncc2)cc1
  9&-16	41&28	-5	1&18	-18&-10	-4&2	15&10	13&-2	6&7	4&-6	4&-27
COc1ccc(-c2cc3nc4n(c(=O)c3s2)CCCCC4)cc1
  -10	-116	-20	-14	-5	31	27	-79	-69	-14	2
CSc1nc2cc(Oc3cccc(Cl)c3Cl)c(Cl)cc2[nH]1
  4	-14	5	3	35	23	2	-4	-8	28	56*
O=C(Oc1ccccc1C(=O)N1CCOCC1)c1ccccc1
  5	11	-1	-22	-1	2	-5	4	-17	0	2
C[C@@H]1CC[C@]2(O[C@H](CCO)C[C@@H](O)[C@@H]2O)O1
  -8	10	-9	-22	8	-6	3	10	-34	1	-26
COc1ccc(NS(=O)(=O)c2ccc(C)c(C(=O)N3CCN(Cc4cc(OC)ccc4OC)CC3)c2)cc1
  3	-5	0	1	11	1	15	9	0	-12	18
CN1C(=O)/C(=C\c2ccc(N(C)C)cc2)OC1=S
  -35	-29	-11	-6	-99	-26	4	-12	-5	2	-44
COCCN(C(=O)COC(=O)CCS(=O)(=O)c1ccccc1)c1c(N)n(Cc2ccccc2)c(=O)[nH]c1=O
  -8	-6	0	-24	-4	9	9	-10	-6	-2	-6
Cc1ccc(S(=O)(=O)N2CCCCC2C(=O)N(C)c2ccccc2)cc1 (stereo not given)
  4	12	-5	2	4	-19	2	3	10	-7	-1
O=C(Nc1ccc(N2CCOCC2)c(Cl)c1)c1ccccc1F
  -53	-136	-52	-48	-10	-26	43	-82	-86	14	-59
COCCN(C(=O)COC(=O)c1cccnc1Cl)c1c(N)n(Cc2ccccc2)c(=O)[nH]c1=O
  11	-2	3	10	12	-7	-1	-4	-6	-9	-1
CCn1c(C(=O)N2CCCC(C(=O)NCCc3ccc(C)cc3)C2)cc2sccc21 (stereo not given)
  19	-6	2	35	-4	14	-12	8	8	-2	6
CCOC(=O)c1c(CN2CCNCC2)nc2ccc(Cl)cc2c1-c1ccccc1
  3	-16	-6	-5	44	15	40	-19	-2	1	10
COc1ccc(CC(=O)N(C)Cc2cccc(OC)c2OC)cc1S(=O)(=O)N1CCOCC1
  0	6	-8	-3	9	0	2	13	1	0	3
Cc1ccc(C)c(NC(=O)CN(C)C(=O)c2cc(C3CC3)nn2-c2ccccc2)c1
  10	-25	-13	-16	-18	-4	-12	8	2	7	-10
Cc1cc(N2C(=O)[C@@H]3[C@H](C2=O)[C@@H]2C[C@H]3C(Br)C2Br)no1 (stereo not given in full)
  -8	8	4	10	-8	4	-2	6	24	-7	-5
Cc1nc2ccccc2c2oc(C(=O)NCCCN3CCCC(C)C3)cc12 (stereo not given)
  14	-32	-9	-4	-20	-8	-4	-5	5	12	-13

Single records, from the list above:
O=C1c2ccccc2C(=O)N1Cc1nc(-c2ccccn2)no1 in the list: Shn3 inh set2 = 11; LRH-1 inv ag = 6; LMP1 NFkB inh = -3; NR2F2 inh = 6; CF NFkB inh = -16; TWEAK Fn14 block = 23; TRAIL sens C8 = -3; SRC3 inh = 1; NCOA1 inh = 5; KKLEB tox = 0; TROY NFkB inh = 2
CCOc1cc(C(=O)N(C)c2ccccc2)cc(OCC)c1OCC in the list: Shn3 inh set2 = -5; LRH-1 inv ag = -6; LMP1 NFkB inh = -8; NR2F2 inh = -2; CF NFkB inh = 15; TWEAK Fn14 block = -11; TRAIL sens C8 = -12; SRC3 inh = 8; NCOA1 inh = -21; KKLEB tox = 0; TROY NFkB inh = 4

Screens (PubChem)
